# High-throughput results as filed in PubChem BioAssay.
# INS promoter inh – TRM-6 insulin promoter activity inhibition. inhibition, % at 2 µM. TRM-6 cells (human fetal islet line), insulin promoter-eGFP reporter, imaging; reporter expression induced with tamoxifen. 130,000 compounds, 0.9% hits;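 active = inhibition above the mean plus 3 SD, with well images judged a real hit on visual review, cut at about 60% in these data, passing the limit was not always enough; inconclusive = inhibition over the cutoff but images rejected on review; inactive = inhibition not above the cutoff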
# SDO1 yeast rescue – compounds rescuing growth of sdo1-depleted yeast, bone marrow failure model. z-score at 10 µM. S. cerevisiae sdo1-depleted JHY4D growth rescue, OD600 30 h; stronger effect = higher value; pdr5 snq2 efflux-pump mutant strain. 140,000 compounds, 0.21% hits;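 active = z-score above 3 at both the 24 hr and the 30 hr optical density reads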;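 note: z-score against mean and SD of all compound wells on the same plate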
# SDO1 yeast rescue Rescue 24 h – second read-out of SDO1 yeast rescue, no call of its own (marks repeat the call); z-score; S. cerevisiae sdo1-depleted JHY4D growth rescue, OD600; measured here: growth rescue at 24 h;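 0 is the plate mean of compound wells and units are plate SD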
# * hit, by the source's call; i = inactive; ? = inconclusive; / = not tested or not shown. This is a subset; count on the stated rates, not on these rows.
SMILES,INS promoter inh,SDO1 yeast rescue,SDO1 yeast rescue Rescue 24 h
N#Cc1c(N)c(C(=O)c2ccc(Cl)cc2)n2c1CCC2,-17.1,-0.3,-1.16
Cc1occc1C(=O)NNC(=O)C1CCCCC1,23.7,1.16,1.26
Cc1ccc(C)c(C(=O)O/N=C(\N)c2ccc(Br)cc2)c1,53.9,-1.42,-1.21
CCn1c(=N)n(CC(O)COc2cccc(C)c2)c2ccccc21 (configuration not stated),-152.6,1.57,1.38
Cc1cc2nc3c(c(=O)n2[nH]1)CCCC3,15.0,0.83,0.45
Cc1nn(Cc2ccc(F)cc2)c(Cl)c1/C=N/NC(=O)c1ccccc1,40.0,/,/
COc1ccc(OC)c(CNC(=O)Cc2c(C(=O)O)[nH]c3ccccc23)c1,/,0.81,0.61
COc1ccc(C(=O)c2cc([N+](=O)[O-])ccc2N2CCCC2)cc1,-16.9,-0.44,0.29
CCOc1cccc2c1OC1(C)CC2NC(=O)N1c1cccc(Cl)c1 (configuration not stated),/,0.34,0.21
CCOc1cc(/C=N/Nc2nc(=O)[nH]nc2C)ccc1O,30.0,/,/
Cn1c(=O)c2c(nc(SCC(=O)NCc3ccc4c(c3)OCO4)n2Cc2ccc(F)cc2)n(C)c1=O,?,0.75,0.92
Cc1ccc2c(CC(=O)OC(C)C(=O)Nc3ncc(Cl)cc3Cl)coc2c1 (configuration not stated),/,-1.05,-1.54

# 4 compounds already listed, sorted by their value in SDO1 yeast rescue, ascending:
SMILES,INS promoter inh,SDO1 yeast rescue,SDO1 yeast rescue Rescue 24 h
Cc1ccc2c(CC(=O)OC(C)C(=O)Nc3ncc(Cl)cc3Cl)coc2c1 (configuration not stated),/,-1.05,-1.54
Cn1c(=O)c2c(nc(SCC(=O)NCc3ccc4c(c3)OCO4)n2Cc2ccc(F)cc2)n(C)c1=O,?,0.75,0.92
COc1ccc(OC)c(CNC(=O)Cc2c(C(=O)O)[nH]c3ccccc23)c1,/,0.81,0.61
Cc1cc2nc3c(c(=O)n2[nH]1)CCCC3,15.0,0.83,0.45

# Next section.
SMILES,INS promoter inh,SDO1 yeast rescue,SDO1 yeast rescue Rescue 24 h
COc1ccc(-n2ncc3c(N4CCCc5ccccc54)ncnc32)cc1,-9.1,-0.52,-0.7
O=C(Nc1cccnc1)c1cc(-c2ccccc2)on1,25.0,-0.58,-0.96
CN(C)Cc1cc(C(C)(C)C)c(O)c(C(C)(C)C)c1,/,0.68,0.87
Cc1cc2cc(C)c3nnc(SCC(=O)N4CCc5ccccc54)n3c2cc1C,-29.2,0.86,1.31
CCc1ccc(NC(=O)CC2NCCNC2=O)cc1 (configuration not stated),-20.0,-0.72,-0.99
Cc1cc(C)n(-c2ccc(Cl)c(C(=O)O)n2)n1,28.6,-0.59,-0.82
N#Cc1c(N2CCCCC2)nc(N2CCCCC2)c2c1CCN(Cc1ccccc1)C2,-148.0,-1.92,-1.48
CCOC(=O)c1[nH]cnc1C(=O)Nc1ccccc1OC,-140.0,/,/
O=c1c2ccccc2nnn1CSc1nnc(-c2cccc(S(=O)(=O)N3CCCCC3)c2)o1,-50.0,-0.24,0.01
CCN1C(=O)C(CC(=O)Nc2ccc(OC)cc2)N(CCCN2CCN(c3ccc(OC)cc3)CC2)C1=S (configuration not stated),-13.3,/,/
O=C(CSc1ncnc2c1oc1ccccc12)Nc1cccc(Cl)c1,-23.5,-1.23,0.63
O=C(Nc1ccc2c(c1)CCC2)c1cnn2c1NC(c1ccco1)CC2C(F)(F)F (configuration not stated),25.0,0.19,0.71
CC1CCC(NC(=O)c2cc3c(s2)CS(=O)(=O)C3)CC1 (configuration not stated),37.5,-0.05,-0.78
O=C(C1CCCCC1)N1CCN(c2nc(-c3ccc(F)cc3)cs2)CC1,-16.7,/,/
CN(C)S(=O)(=O)c1ccc(N2CCCC2)c(C(=O)NCc2cccc(C(F)(F)F)c2)c1,/,-0.37,-0.2
CCN(CC)c1nc(N)nc(N(c2ccccc2)c2ccccc2)n1,/,-1.52,-0.69
COc1ccc(OCc2nnc(SCC(=O)NNC(=O)c3ccc(C)cc3)n2C)cc1,31.0,0.43,-0.05
COc1ccccc1C1C2=C(CC(C)(C)CC2=O)Nc2nnnn21 (configuration not stated),12.5,0.26,0
COc1ccc2c(c1)CC(C)C/C2=N\NC(=O)c1ccco1 (configuration not stated),-7.7,/,/
Nc1ccc2nc(CN3CCOCC3)[nH]c2c1,24.6,0.48,-0.05
COc1cc(-c2c(C#N)c(N)nc3c2c(C)nn3-c2ccc(C)c(C)c2)cc(OC)c1OC,/,-0.45,-0.35
CC(=O)OC(C(=O)N1CCN(c2ccc(F)cc2)CC1)c1ccccc1 (configuration not stated),25.6,1.29,-0.25
CCN1C(=O)/C(=C/c2cnn(C)c2C)SC1=S,-28.6,1.34,1.28
COc1ccc(CN(Cc2ccccn2)S(=O)(=O)c2ccc(-n3cnnn3)c(OC)c2)cc1,2.8,-0.66,-1.17
CNc1nc(C)nc(-c2ccccc2O)n1,/,0.55,0.8
CCOC(=O)C1=C(Cn2cnc3ccccc32)NC(=O)NC1c1cc(C)ccc1C (configuration not stated),3.2,0.09,-0.29
COc1cc(NC(=O)c2ccc(Cl)cc2)c(OC)cc1NC(=O)CN1CCOCC1,/,-1.02,-0.85
COc1ccc(OC)c(-c2csc(NC(=O)CSc3ccc(Br)cc3)n2)c1,/,0.37,0.61
C=CC[n+]1c(-c2ccc(OC)cc2)csc1NNC(=O)Nc1ccccc1,23.3,-1.03,-1.45
O=C(NNC(=O)c1cc(-c2ccccc2)nc2ccccc12)Nc1cccc(Cl)c1,-7.0,-0.16,0.34
O=C(c1cccc([N+](=O)[O-])c1)c1ccc2c(c1)C(=O)N(c1c[nH]c(=O)[nH]c1=O)C2=O,-18.8,/,/
Brc1ccc(Cn2c(-c3ccc(Br)o3)nc3ccccc32)o1,-135.7,-1.16,0.1
O=C(COc1cccc2ccccc12)N/N=C/C=C/c1ccccc1,-7.1,-0.85,0.06
CCOC(=O)NCC(C)(C)CNC(=O)OCC,-38.9,1.01,0.86
Cc1ccc(OCCn2c(=O)sc3ccccc32)cc1,-112.5,-0.93,-0.44
CCCn1c(SCC(=O)Nc2nnc(CC)s2)nnc1-c1ccco1,64.3,0.24,-1.18
O=C(O)c1cc(-c2cccc([N+](=O)[O-])c2)n[nH]1,17.6,/,/
COC(=O)c1nn(-c2ccc(OC)cc2)c(=O)cc1Oc1cccc(Cl)c1,/,-1.61,-1.6
COc1ccc(C2C(C#N)=C(N)OC(C(C)(C)C)=C2C#N)cc1OC (configuration not stated),/,-0.39,-0.21
O=C1c2cc(N3CCCC3)c([N+](=O)[O-])cc2C(=O)N1c1ccccc1,32.0,0.66,0.16
Cc1cccc(OCCn2c(=O)n(C)c3ccccc32)c1,/,-1.5,-1.57
Cn1nccc1CNC(=O)c1ccnn1C,-7.7,0.99,0.03
COc1ccc(-c2nc(C)c(C(C)=O)n2O)cc1OC,66.7,1.06,0.37
Cc1cc(=O)oc2cc(NC(=O)c3cc4ccccc4o3)ccc12,12.7,-0.86,-0.14
CC(=O)NCC(=O)OCN1C(=O)c2ccccc2C1=O,52.4,0.23,-0.07
Cc1snc(SCC(=O)c2ccc([N+](=O)[O-])cc2)c1C#N,-20.0,/,/
COC(=O)C1=C(N)Oc2cc(C)n(Cc3cccnc3)c(=O)c2C1c1cc(OC)ccc1OC (configuration not stated),/,0.2,-0.63
CC1CCCN(S(=O)(=O)c2ccc(NC(=O)Cn3nnc(-c4ccccc4F)n3)cc2)C1 (configuration not stated),0.0,-0.17,-0.3
COC(=O)CCC/C=C1\SC[C@@H](NC(=O)c2ccccc2)C1NC(C)=O (some centres not stated),-53.9,0.53,0.31
COc1ccc(N2CCN(S(C)(=O)=O)CC2)cc1,-35.5,0.73,0.1
Cc1nc(NC(=O)c2cccc(-c3cc4ccccc4oc3=O)c2)ccc1Br,/,-2.04,-2.03
Cc1oc(-c2cccs2)nc1CS(=O)CC(=O)NC1CCCCCC1 (configuration not stated),/,0.32,0.44
O=C(O)CN1CCCCCC1=O,0.0,/,/
CCn1c(CCn2ccnc2C)n[nH]c1=S,22.7,0.42,0.08
O=C(COc1ccc(S(=O)(=O)N2CCOCC2)cc1)Nc1ccccc1C(F)(F)F,37.1,0.6,0.75
CCc1nc(SCC(=O)Nc2c(C)n(C)n(-c3ccccc3)c2=O)n[nH]1,-71.4,0.39,-0.19
O=C(c1cc(-c2ccccn2)nc2c(Cl)cccc12)N1CCN(C(=O)C2CCCO2)CC1 (configuration not stated),-31.8,0.53,1.1
O=C(CCNc1ccc(F)cc1)c1ccco1,-53.9,-1.33,-2.05
Cc1ccsc1C(=O)OCC(=O)NC1CCS(=O)(=O)C1 (configuration not stated),-45.0,/,/
Cc1cc(=O)n2[nH]c(-c3cccnc3)nc2n1,/,-0.13,-0.89

# Continued, starting with the last three of the part before.
SMILES,INS promoter inh,SDO1 yeast rescue,SDO1 yeast rescue Rescue 24 h
O=C(CCNc1ccc(F)cc1)c1ccco1,-53.9,-1.33,-2.05
Cc1ccsc1C(=O)OCC(=O)NC1CCS(=O)(=O)C1 (configuration not stated),-45.0,/,/
Cc1cc(=O)n2[nH]c(-c3cccnc3)nc2n1,/,-0.13,-0.89
Cc1ccc(C(=O)CC(c2cccs2)S(=O)(=O)c2ccc(C)cc2)cc1 (configuration not stated),-6.7,-0.3,0.51
Cc1ccc(C(c2sc3nc(C)nn3c2O)N2CC(C)OC(C)C2)cc1 (configuration not stated),51.7,0.2,-0.09
CCn1c(SCC(=O)NC(=O)NC(C)(C)C)nc2ccccc21,-129.4,/,/
N=c1c(S(=O)(=O)c2ccccc2)cc2c(=O)n3ccccc3nc2n1CC1CCCO1 (configuration not stated),-35.7,-1.05,-1.47
O=C(NCc1ccco1)c1ccc(C(=O)NCc2ccco2)s1,8.1,0.05,-0.67
Nc1nnc(Cc2ccc(Cl)cc2)s1,-200.0,0.66,0.13
COc1cc(NC(=O)Cc2ccccc2)ccc1NC(=O)c1ccco1,/,0.92,0.78
CCOc1ccccc1NC(=O)COC(=O)c1cc(C(=O)OC)cc([N+](=O)[O-])c1,10.3,-0.81,-1.04
Cc1cccc(-c2noc(CCCC(=O)Nc3ccc(C(N)=O)cc3)n2)c1,34.4,-0.59,-0.14
CCN1/C(=C/C(C)=C/c2sc3ccccc3[n+]2CC)Sc2ccccc21,i,/,/
c1cncc(Oc2cccc(Oc3cccnc3)c2)c1,-25.0,0.94,1.38
Cc1ccc(C(=O)N/C(=C/c2ccc(-c3cccc([N+](=O)[O-])c3)o2)C(=O)NC(C)(C)C)cc1,19.5,-1.25,-1.19
O=C(/C=C/c1ccc2c(c1)OCO2)Nc1c(C(=O)O)[nH]c2ccccc12,/,2.29,3.04
COc1cccc(CNC(=O)C(C(=O)NCc2cccc(OC)c2)c2ncc(C(F)(F)F)cc2Cl)c1,-66.7,/,/
CS(=O)(=O)N(Cc1ccc(Cl)cc1)c1ccc(C(=O)NCCSc2ccccn2)cc1,0.0,-0.69,-1.2
CCOc1ccc(C(=O)NCC(=O)OCc2ccc(F)cc2Cl)cc1,34.7,-0.53,-0.91
O=C(NC1CCCCC1)N(C1=NCCCCC1)c1ccc(Br)cc1,/,-0.66,-0.21
CCOC(=O)c1ccc(CC(=O)c2ccc(O)cc2O)o1,-84.4,-0.12,-0.78
COC(=O)C1CC(O)CN1C(=O)NC1CCCCC1 (configuration not stated),0.0,/,/
COCCCNC(=O)c1oc2ccc(S(=O)(=O)N(C)C3CCCCC3)cc2c1C,28.6,0.58,1.94
COc1ccc(CCNC(=O)COC(=O)/C=C/c2cccs2)cc1,0.0,/,/
CN1CC(=O)N(C)c2nc(Br)n(C)c2C1=O,7.1,0.01,-0.62
CCn1cc(Br)c(C(=O)Nc2cccc(SC)c2)n1,-6.7,-0.28,-0.56
COc1ccc(CN=C2NN=C(c3ccccc3)CS2)cc1,-258.3,/,/

# A few values from the entries so far.
# In INS promoter inh, `CS(=O)(=O)N(Cc1ccc(Cl)cc1)c1ccc(C(=O)NCCSc2ccccn2)cc1` is listed with 0.0
# In SDO1 yeast rescue Rescue 24 h, `O=C(/C=C/c1ccc2c(c1)OCO2)Nc1c(C(=O)O)[nH]c2ccccc12` is listed with 3.04

# Next part:
SMILES,INS promoter inh,SDO1 yeast rescue,SDO1 yeast rescue Rescue 24 h
CCOc1ccc(C(=O)NC(=S)Nc2ccc(NC(=O)C(C)C)cc2)cc1[N+](=O)[O-],14.3,-0.64,0.38
O=C(O)c1cc(-c2ccccc2)n(-c2ccccc2C(=O)O)n1,50.0,0.82,0.81
CCOc1ccc(CN2CCN(c3cc(C)nc4c5c(C)cc(C)nc5nn34)CC2)cc1,-37.1,-0.74,-0.66
COc1ccc(-c2cc(C(F)(F)F)nc(NCc3cccs3)n2)cc1,3.5,-0.4,0.03
COc1ccc(N2C(=O)CN(Cc3ccc(OC)c(OC)c3)C2=S)cc1,-5.0,/,/
Cc1cccc(Nc2nnc(SCC3CCCCO3)s2)c1C (configuration not stated),/,-0.24,-0.34
CCOc1ccc(N(C(C)C(=O)Nc2ccc(OC)cc2)S(C)(=O)=O)cc1 (configuration not stated),11.4,0.43,0.07
CCCn1c(SCC(=O)Nc2c(CC)cccc2CC)nnc1C(C)C,/,-0.39,-1.28
COc1ccc(-c2nc(N3CCCC3)[nH]c(=O)c2C#N)cc1,0.0,0.03,-0.34

# Whole records, quoted from the list. Values in the order: INS promoter inh | SDO1 yeast rescue | SDO1 yeast rescue Rescue 24 h
# COc1ccc(-c2nc(N3CCCC3)[nH]c(=O)c2C#N)cc1 reads 0.0 | 0.03 | -0.34
# COc1ccc(-c2cc(C(F)(F)F)nc(NCc3cccs3)n2)cc1 reads 3.5 | -0.4 | 0.03
# COc1ccc(N2C(=O)CN(Cc3ccc(OC)c(OC)c3)C2=S)cc1 reads -5.0 | / | /
